# Assay outcomes: PubChem BioAssay, Johns Hopkins Ion Channel Center
# TMEM16A act: activators or potentiators of mouse TMEM16A chloride channel | Q8BHY3 | HEK293 TMEM16A/YFP-H148Q/I152L, iodide quench fluorescence; active compounds read low | B-score at 10 µM | 340,000 tested, 0.3% active | AID 623877;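 active = fluorescence-ratio B-score plate-corrected deviation score at least 3 library SD below zero, with starting fluorescence score within 5 deviations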;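 also: channel opened by trigger with iodide after compound preincubation; score built on the fluorescence ratio of max minus min over baseline; more negative score means more quench and so TMEM16A activation or potentiation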
# Target sequence (Q8BHY3 whole entry, looked up): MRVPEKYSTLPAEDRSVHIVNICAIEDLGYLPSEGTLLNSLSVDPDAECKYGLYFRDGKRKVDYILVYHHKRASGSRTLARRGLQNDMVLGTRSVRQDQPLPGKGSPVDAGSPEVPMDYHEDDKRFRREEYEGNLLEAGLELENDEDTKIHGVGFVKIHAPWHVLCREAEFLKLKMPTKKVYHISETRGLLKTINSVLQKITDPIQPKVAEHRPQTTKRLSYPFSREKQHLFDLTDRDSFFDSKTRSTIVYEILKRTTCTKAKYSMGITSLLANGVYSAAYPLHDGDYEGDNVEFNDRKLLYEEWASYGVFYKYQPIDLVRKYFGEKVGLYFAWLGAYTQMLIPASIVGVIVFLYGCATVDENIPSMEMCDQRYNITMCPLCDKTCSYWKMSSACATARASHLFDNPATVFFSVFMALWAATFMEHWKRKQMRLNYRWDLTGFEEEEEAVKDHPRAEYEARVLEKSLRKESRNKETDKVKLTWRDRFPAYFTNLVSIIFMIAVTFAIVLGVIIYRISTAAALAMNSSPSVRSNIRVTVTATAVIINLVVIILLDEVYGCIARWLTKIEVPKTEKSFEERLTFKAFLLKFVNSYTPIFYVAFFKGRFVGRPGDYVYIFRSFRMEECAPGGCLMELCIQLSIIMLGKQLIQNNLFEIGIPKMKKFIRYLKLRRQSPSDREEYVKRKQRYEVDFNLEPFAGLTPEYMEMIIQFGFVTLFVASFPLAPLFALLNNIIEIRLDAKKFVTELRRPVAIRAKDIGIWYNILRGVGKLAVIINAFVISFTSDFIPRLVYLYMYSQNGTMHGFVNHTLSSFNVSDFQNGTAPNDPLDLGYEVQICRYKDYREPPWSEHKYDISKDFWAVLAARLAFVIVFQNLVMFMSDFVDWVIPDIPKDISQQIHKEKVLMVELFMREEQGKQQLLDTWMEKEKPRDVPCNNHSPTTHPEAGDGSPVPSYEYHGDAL
# RGS4 act: RGS4 potentiation or activation | 310,000 tested, 0.92% active | HEK293 M3R/inducible RGS4, carbachol calcium flux Fluo4; active compounds read low | B-score at 10 µM | AID 463111;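 active = B-score of the integrated calcium signal more than 4 SD below the library mean, with starting fluorescence not abnormally high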;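 also: negative B-score means reduced calcium response which marks RGS4 activation or potentiation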
#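 Material: M3R-expressing HEK293 line, RGS4 induced by doxycycline | Schedule: Overnight RGS4 induction, 30 min dye load 37 °C, 20 min compound RT | Measured by: Fluo4 fluorescence kinetic imaging of calcium | Read-out: Integrated calcium ratio converted to B score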
# KCNK9 inh: blocks the human KCNK9 two-pore domain potassium channel; Q9NPC2; HEK293 KCNK9, FluxOR thallium flux fluorescence; active compounds read low; B-score at 10 µM; 310,000 tested, 1.2% active;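 active = ratio B-score over 3 SD below the library mean, with starting fluorescence within 5 SD of its mean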;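 also: negative B-score means less thallium flux so channel inhibition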
# hERG protect: compounds protecting human hERG from proarrhythmic drug block; Q12809; CHO-hERG, FluxOR thallium flux, dofetilide IC70 present; activation (rescue from dofetilide block), less the hit threshold, % at 10 µM; 310,000 tested, 0.51% active; AID 1511;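 active = activation above the mean of controls blocked by dofetilide plus 5 SD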;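 also: thallium influx through hERG after potassium depolarization seen as dye fluorescence rise; in these data hits start at about 4.7%; inactives centre near -7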
# KCNQ1 act: human KCNQ1 channel potentiation or activation; P51787; CHO-K1 KCNQ1, thallium flux FluxOR fluorescence; active compounds read high; B-score at 10 µM; 310,000 tested, 0.35% active; AID 2648;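 active = fluorescence ratio B-score, a plate-corrected score, at least three library SD, with initial intensity B-score within 5 SD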
#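 Test system: CHO-K1 cells stably expressing KCNQ1 / Medium: assay buffer / Also added: depolarizing K+/Tl+ stimulus, K2SO4 and Tl2SO4 each 12.5 mM in 5x stock / Incubation: 90 min dye loading and 20 min compound exposure, both at room temperature / Signal: thallium influx via FluxOR fluorescence, kinetic imaging / Evaluation: B score of baseline-normalized fluorescence ratio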
# KCNK3 block: human KCNK3 channel inhibition, primary screen. B-score at 10 µM. AID 602410. O14649. 340,000 tested, 0.84% active. CHO-KCNK3 thallium flux, FluxOR fluorescence; active compounds read low;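 active = B-score under library mean minus 4 SD, starting fluorescence ratio at most library mean plus 5 SD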;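 also: more negative B-score means stronger inhibition of thallium flux through KCNK3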
# MrgX1 agonist: human MrgX1 receptor agonism, primary screen; MrgX1-HEK293 cells, Fluo-4 calcium fluorescence, agonist mode; active compounds read high; B-score at 10 µM; Q96LB2; 310,000 tested, 0.44% active;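 active = calcium response B-score plate-corrected fluorescence ratio at least 3 library SD, with starting fluorescence B-score inside 5 SD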
#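 Test system: HEK293 cells stably expressing human MrgX1 receptor; Input: fifteen thousand cells per well; Dosing: compound delivered in addition one of three; Schedule: overnight seeding, then 1 h dark dye loading; Technique: Fluo-4 NW calcium fluorescence; Measure: B-scored fluorescence response ratio; Controls: positive and negative controls per plate.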
# KCNQ1 inh: blocks the human KCNQ1 potassium channel | CHO-K1 KCNQ1, FluxOR thallium flux fluorescence; active compounds read high | 310,000 tested, 1.3% active | B-score at 10 µM | P51787;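 active = compounds whose thallium flux B-score, printed positive for inhibition, exceeds three library SD while starting fluorescence stays within three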;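 also: channel opened by potassium depolarization with thallium stimulus after 20 min compound exposure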
# RGS4 inh: inhibitors of human RGS4; P49798; HEK293 M3R/RGS4 inducible, Fluo-4 calcium flux; active compounds read high; triggered by carbachol at its EC20; B-score at 10 µM; 310,000 tested, 0.45% active;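 active = B-score, a plate-corrected calcium signal, over three deviations above library mean, with baseline fluorescence within five deviations of library mean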;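 also: RGS4 expression induced by doxycycline in cells with stable M3 receptor; B-score is computed from the integrated fluorescence ratio over baseline after carbachol; higher B-score means a larger calcium signal and so more RGS4 inhibition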
# MrgX1 PAM: allosterically activates human MrgX1 receptor signaling. AID 588675. MrgX1-HEK293, Fluo-4 calcium flux, FDSS; active compounds read high. Q96LB2. 310,000 tested, 0.63% active. B-score at 10 µM;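 active = plate-corrected calcium response at least 3 library SD above typical, normal starting fluorescence, not activating the receptor alone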;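 also: compound read alongside a low EC10 to EC30 dose of BAM8-22 agonist; peak minus trough fluorescence over baseline measured at the second addition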
# TMEM16A inh: blocks the mouse calcium-activated chloride channel TMEM16A. 310,000 tested, 1.2% active. Q8BHY3. normalized B-score (activity score, 25-100; higher = stronger inhibition) at 10 µM. HEK293 TMEM16A/YFP iodide influx fluorescence, ionomycin;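 active = ratio plate-corrected score three or more library SD toward inhibition, starting fluorescence score within five deviations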;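 also: score derived from kinetic fluorescence span divided by baseline fluorescence per well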
# An asterisk follows results filed as active; i = inactive; nt = not tested or not shown.
# Each structure is followed by: KCNK3 block	TMEM16A act	MrgX1 agonist	TMEM16A inh	KCNQ1 act	RGS4 inh	hERG protect	KCNK9 inh	RGS4 act	KCNQ1 inh	MrgX1 PAM
- O=C(O)c1cccc(NC(=O)c2ccc3c(c2)C(=O)N(CC2CCCO2)C3=O)c1 (stereo not drawn)
  i	i	i	i	i	i	-1.1	i	i	i	i
- Cc1n[nH]c(C)c1CCC(=O)N/N=C/c1c[nH]c2ccccc12
  i	i	i	i	i	i	-7.0	i	i	i	i
- Nc1nc(NC(=O)Cc2ccccc2)nn1-c1ccccc1
  i	i	i	i	i	i	-3.0	i	i	i	i
- CN(Cc1ccccc1)c1nc2c(c(=O)[nH]c(=O)n2C)n1CCOc1ccccc1
  i	i	i	i	i	i	-11.4	i	i	i	i
- COc1ccc(S(=O)(=O)N2CCN(Cc3cccc(OC)c3)CC2)cc1
  i	i	i	i	i	i	-3.5	i	i	i	i
- CCN(CC)CCNS(=O)(=O)c1ccc2[nH]cc(C(=O)O)c(=O)c2c1
  i	i	i	i	i	i	-3.9	i	i	i	i
- O=C(CCS(=O)(=O)c1ccc(Br)cc1)NC1CCCC1
  i	i	i	i	i	i	-2.4	i	i	i	i
- CCOCCCN(CCC#N)S(=O)(=O)c1ccc(S(=O)(=O)N2CCCC2)cc1
  i	i	i	i	i	i	-2.4	i	i	i	i
- Cc1ccnc(SCC(=O)O)n1
  i	i	i	i	i	i	-9.8	i	i	i	i
- COc1ccccc1NC(=O)NCCCl
  i	i	i	i	i	i	-11.1	i	i	i	i
- COc1cc(C(N)=O)cc(Cl)c1OCc1ccccc1
  i	i	i	i	i	i	-2.1	i	i	i	i
- O=C1CC(=O)Nc2cc(S(=O)(=O)Nc3cccc(C(F)(F)F)c3)ccc2N1
  i	i	i	i	i	i	-12.3	i	i	i	i
- O=C(C1=NN(c2ccccc2)C2C(=O)N(c3ccc(Cl)cc3)C(=O)C12)c1ccccc1 (stereo not drawn)
  i	i	i	i	nt	nt	nt	nt	nt	nt	i
- Cc1cccc(NC(=S)N2CCC(C(N)=O)(N3CCCCC3)CC2)c1C
  i	i	i	i	i	i	-19.5	i	i	i	i
- COC(=O)c1scc(S(=O)(=O)C(C)(C)C)c1N
  i	i	i	i	i	i	-6.8	i	i	i	i
- CNc1nc(-c2c(C)n(C)c3ccc(OC)cc23)cs1
  i	i	i	i	i	i	-7.9	i	i	i	i
- Cc1ccc(C(C(=O)NC2CCCCC2)N(CC2CCCO2)C(=O)CCCC(=O)Nc2ccccn2)cc1 (stereo not drawn)
  i	i	i	i	i	i	-7.5	i	i	i	i
- Oc1ccc(-c2[nH]ncc2-c2nc3ccccc3s2)c(O)c1
  i	i	i	i	i	5.08*	-5.1	i	i	i	i
- COC(C[C@H]1O[C@H]1[C@H](O)[C@@H](C)OCc1ccccc1)OC
  i	i	nt	nt	i	i	-7.0	i	i	i	nt
- O=C(Nc1ccccc1-c1ccccc1)NC1CCN(C(=O)N2CCOCC2)CC1
  i	i	i	i	i	i	-3.4	i	i	i	i
- Cc1cc(N(CC(=O)O)S(C)(=O)=O)ccc1Br
  i	i	i	i	i	i	-1.5	i	i	i	i
- Cc1ccc(NC(=O)C2c3ccccc3Oc3ccccc32)nc1
  i	i	i	i	i	i	-5.5	i	i	i	i
- CCOC(=O)c1ccccc1NS(=O)(=O)c1ccc(C)cc1
  i	i	i	i	i	i	-14.3	i	i	i	i
- Cc1sc2ncnc(NCc3ccccc3)c2c1C
  i	i	i	i	i	i	-8.4	i	i	i	i
- CC(C)(C)c1ccc(/C=N/NC(=S)NCc2ccccc2)cc1
  i	i	i	i	i	i	-8.9	i	i	i	i
- O=C(c1cccc(F)c1)N1CCN=C1SCc1cccnc1
  i	i	i	i	i	i	-4.1	i	i	i	i
- C/C(CC(=O)Nc1ccccn1)=N\NC(=O)c1cccc(C)c1
  i	i	i	i	i	i	-16.7	i	i	i	i
- CC1=NN(C(=O)COc2ccc(C)c(C)c2)C(O)(c2ccccc2)C1 (stereo not drawn)
  i	i	i	i	i	i	-11.0	i	i	i	i
- COc1ccccc1N1C(=O)c2ccc(C(=O)Nc3ccc(F)cc3)cc2C1=O
  i	i	i	i	i	i	-1.8	i	i	i	i
- CC(=O)N1CCN(S(=O)(=O)c2cccc(C(=O)NCCc3ccc(Cl)cc3)c2)CC1
  i	i	i	i	i	i	-12.3	i	i	i	i
- CCCCn1c(SCC(=O)Nc2cc(C)on2)nnc1-c1ccco1
  i	i	i	i	i	i	-3.2	i	i	i	i
- COc1ccc(NC(=O)C(=O)NCCN2CCN(C(=O)c3ccco3)CC2)cc1
  i	i	i	i	i	i	-10.8	i	i	i	i
- O=C(CSc1ccc(C(F)(F)F)cc1[N+](=O)[O-])N1CCOCC1
  i	i	i	i	i	i	3.4	i	i	i	i
- CN(Cc1nccs1)C(=O)CC1C(=O)NCCN1Cc1ccc(-c2ccccc2)cc1 (stereo not drawn)
  i	i	i	i	i	i	-12.6	i	i	i	i
- CN1/C(=C\C(=O)COC(=O)c2nccnc2N)C(C)(C)c2ccccc21
  i	i	i	i	i	i	-14.7	i	i	i	i
- CC(C)NC(=O)c1ccc2c3n(nc2c1)-c1ccccc1CO3
  i	i	i	i	i	i	-7.0	i	i	i	i
- O=C(Nc1ccc2c3c(cccc13)CC2)c1cccc([N+](=O)[O-])c1
  i	i	i	i	i	i	-7.7	i	i	i	i
- CCCn1cc(CN2CCC(C(=O)Nc3cccc(-c4cscn4)c3)CC2)c(C)n1
  i	i	i	i	i	i	-5.5	i	i	i	i
- C=CCNC(=O)NC(=O)COC(=O)c1nc2nccc(C)n2n1
  i	i	i	i	i	4.68*	-5.8	i	i	i	i
- Cc1nnc2ccc(-c3ccc(NS(=O)(=O)c4ccc(F)cc4F)cc3)nn12
  i	i	i	i	i	i	-16.7	i	i	i	9.66*
- CCCCc1ccc(NS(=O)(=O)c2cccs2)cc1
  i	i	i	i	i	i	-17.0	i	i	i	i
- CCC(C)(c1ccc(C=O)s1)c1ccc(C=O)s1
  i	i	i	i	i	i	6.0*	i	i	i	i
- Cc1cccc(C(=O)NCC(c2ccco2)N2CCc3ccccc32)c1 (stereo not drawn)
  i	i	i	i	i	i	-13.8	i	i	i	i
- COc1ccc(CNC(=O)C/C(C)=N/NC(=O)C(c2ccccc2)c2ccccc2)cc1
  i	i	i	i	i	i	-4.6	i	i	i	i
- Cn1c(SCC(=O)N/N=C/c2ccc([N+](=O)[O-])s2)nnc1-c1ccc(Cl)cc1
  i	i	i	i	i	i	-11.2	i	i	i	i
- COc1ccc(C(C)=O)c2c(O)cccc12
  i	i	i	i	i	i	-2.6	i	i	i	i
- Cc1nc(C(C)NC(=O)c2cc(COc3ccc(C)c(C)c3)on2)c(C)s1 (stereo not drawn)
  i	i	i	i	i	i	-8.5	i	i	i	i
- CCN1C(=O)c2cccc3c(S(=O)(=O)NC(Cc4ccccc4)C(=O)O)ccc1c23 (stereo not drawn)
  i	i	i	i	i	i	-9.0	i	i	i	i
- CCn1cc(C(=O)OC)c(=O)c2cc(S(=O)(=O)N(C)C3CCCCC3)ccc21
  i	i	i	i	i	i	-15.5	i	i	i	i
- CCOC(=O)c1cnc(SC)nc1Oc1cccc(NC(=O)c2cccc(Cl)c2Cl)c1
  i	i	i	i	i	i	-12.1	i	i	i	i
- CN(C)S(=O)(=O)c1cc(NC(=O)[C@H](Cc2ccccc2)N2C(=O)c3ccccc3C2=O)ccc1Cl
  i	i	i	i	i	i	-2.4	i	i	i	i
- COc1ccc(C(=O)CSc2nnc(CN3CCCC3)n2-c2ccc(F)cc2)c(OC)c1
  i	i	i	i	i	i	-9.2	i	i	i	i
- O=C(OCC(=O)N1CCCC1=O)c1ccc(Cl)cc1[N+](=O)[O-]
  i	i	i	i	i	i	-10.3	i	i	i	i
- CCC(C(=O)NCc1ccco1)N(C(=O)CNS(=O)(=O)c1ccc(F)cc1)c1ccccc1F (stereo not drawn)
  i	i	i	i	i	i	-6.4	i	i	i	i
- Cc1ccc(OCc2cc(C(=O)N3CCN(C)C[C@@H]3c3ccccc3)no2)cc1C
  i	i	i	i	i	i	-3.7	i	i	i	i
- COC(=O)c1ccc2c(c1O)C(=O)c1ccccc1C2=O
  i	i	i	i	i	i	-13.5	i	i	i	i
- COc1cc(S(=O)(=O)Nc2ccccc2C)ccc1NC(=O)c1ccncc1
  i	i	i	i	i	i	-6.1	i	i	i	i
- COCCNC(=S)N1CCC(NC(=O)c2ccco2)CC1
  i	i	i	i	i	i	-5.5	i	i	i	i
- COC(=O)CSc1nc(C)c(Oc2ccccc2)c(=O)[nH]1
  i	i	i	i	i	i	-6.6	i	i	i	i
- CS(=O)(=O)Nc1nnc(C2CCCC2)s1
  i	i	i	i	i	i	-5.8	i	i	i	i

# Carrying on:
# Each structure is followed by: KCNK3 block	TMEM16A act	MrgX1 agonist	TMEM16A inh	KCNQ1 act	RGS4 inh	hERG protect	KCNK9 inh	RGS4 act	KCNQ1 inh	MrgX1 PAM
- O=C(CSc1nc2ccccc2c(=O)[nH]1)N1CCN(c2ccccc2F)CC1
  i	i	i	i	i	i	-5.2	i	i	i	i
- CCOc1cccc(-c2nnc(SCC(=O)NC3CC3)n2C)c1
  i	i	i	i	i	i	-8.2	i	i	i	i
- Cc1ccc(SCCNS(=O)(=O)c2ccc3c(c2)OCCO3)cc1
  i	i	i	25*	i	i	-5.1	i	i	i	i
- COc1cc2c(cc1NC(=O)COC(=O)/C=C/c1ccc([N+](=O)[O-])cc1)oc1ccccc12
  i	i	i	i	i	i	-10.2	i	i	i	i
- O=C(CSc1ccc2c(c1)OCCO2)Nc1ccc(Cl)cn1
  i	i	i	i	i	i	0.5	i	i	i	i
- Cc1ccc(C)c(NC(=O)CSc2nnc(CNC(=O)c3ccco3)o2)c1
  i	i	i	i	i	i	-7.0	i	i	i	i
- COc1ccc(N2C(=O)NC3CC2(C)Oc2ccccc23)cc1OC (stereo not drawn)
  i	i	i	i	i	i	-6.0	i	i	i	i
- N#Cc1nc(-c2ccco2)oc1NCCc1ccccc1
  i	i	i	i	i	i	-5.8	i	i	i	i
